KB-V1 MDR tox: qHTS assay for MDR1-selective chemotherapeutics: Primary screen using the drug-selected MDR subline cells KB-V1; KB-V1 MDR cells viability, CellTiter-Glo, 72 h; Potency, µM (top dose mostly 46.1 µM), for inactives: at the highest dose activity change, negative = cytotoxicity, actives largely listed as cytotoxic; 400,000 compounds, 3.4% hits; note: potency is the fitted concentration of half-maximal effect; % is set by controls: 0 for no effect and ±100 for the full control effect; nearly all actives have a fitted effect of over 60% in size
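Cytotoxicity toward P-gp-expressing KB-V1 cells was determined as loss of CellTiter-Glo luminescence after 72 h at 37 degrees C. Compounds were tested in quantitative HTS format across a concentration range, with curves fitted to normalized data.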
MCF10A rereplic: A quantitative high throughput screen for small molecules that induce DNA re-replication in MCF 10a normal breast cells. MCF 10A DNA re-replication, Hoechst nuclear intensity, 48 h. Potency, µM (highest dose often 46.1 µM), for inactives: top-dose activity, positive = re-replication, most hits filed as activators. 350,000 compounds, 2.9% hits. AID 624296, 2012; note: potency is the fitted concentration of half-maximal effect; % of control where 0% means no effect; nearly all actives have a fitted effect of over 50% in size
HEK293 tox: qHTS of GLP-1 Receptor Inverse Agonists: Cytotox Screen. 410,000 compounds, 0.13% hits. Potency, µM (top dose mostly 38.3 µM), for the others: at the highest dose activity change, negative = inhibition, usual class: inhibitors. AID 624418, 2012. HEK293 cAMP-luciferase reporter cells, luminescence, 24 h;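 note: loss of luciferase light is scored as toxicity; potency is the fitted concentration of half-maximal effect; % is set by controls: 0 for no effect and ±100 for the full control effect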
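Cells in DMEM/10% Nu serum/1% pen-strep, 1536-well format. Pre-incubated 12 h, dosed with 23 nL compound, incubated a further 24 h. Luciferase detection, 12 min at room temp, luminescence.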
IL-1B inflam inh: qHTS for Inhibitors of Inflammasome Signaling: IL-1-beta AlphaLISA Primary Screen; THP-1 LPS/ATP IL-1B secretion, AlphaLISA, 16 h; active compounds read low; activity change, % at 57.5 µM; 360,000 compounds, 4.7% hits; AID 743279, 2014; in the data active = activity change below about -50%; inconclusive = mostly about -30% to -49%; note: % is set by controls: 0 for no effect and ±100 for the full control effect
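THP-1 cells pretreated 1 hr with compounds (up to 57.5 uM final), then stimulated with LPS (250 ng/mL final) plus ATP (1.25 mM final); secreted IL-1B measured by AlphaLISA after 16 hr, decreased signal indicating inhibition.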
HT1080-NT tox: qHTS for induction of synthetic lethality in tumor cells producing 2HG: qHTS for the HT-1080-NT fibrosarcoma cell line; 360,000 compounds, 1.6% hits; HT-1080-NT fibrosarcoma viability, CellTiter-Glo ATP luminescence, 48 h; Potency, µM (doses to about 46.1 µM), for inactives: at the top dose activity, negative = less viability, usual class: cytotoxic;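 note: NT is the 2HG producing partner of a matched IDH1 knockdown line; potency is the fitted concentration of half-maximal effect; 0% = DMSO-treated cells and -100% = media-only wells without cells; nearly all actives have a fitted effect of over 55% in size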
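Toxicity toward the 2HG-producing NT line was scored as %Activity, normalised to DMSO and no-cell wells, from CellTiter-Glo luminescence after 48 hours' treatment.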
SW480 rereplic: A quantitative high throughput screen for small molecules that induce DNA re-replication in SW480 colon adenocarcinoma cells; SW480 DNA re-replication, Hoechst DNA content imaging, 48 h; Potency, µM (top dose mostly 46.1 µM), without a hit: at the top dose re-replication activation, actives largely listed as activators; 340,000 compounds, 1.8% hits; note: potency is the fitted concentration of half-maximal effect; % of control where 0% means no effect; nearly all actives have a fitted effect of over 55% in size
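Readout is total intensity of Hoechst-stained nuclei, excited at 405 nm and collected at 500-530 nm. Compound treatment lasted 48 hr at 37 C in 5% CO2 before staining.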
DRD3 agonist: qHTS of D3 Dopamine Receptor Agonist: qHTS | D3R DiscoveRx beta-arrestin cells, luminescence, 90 min | max activation, % | 410,000 compounds, 0.58% hits; in the data active = max activation above about 30%; note: 0% is about no effect; mostly tested at two doses, the higher about 12 µM
Target sequence (P35462 whole entry, looked up): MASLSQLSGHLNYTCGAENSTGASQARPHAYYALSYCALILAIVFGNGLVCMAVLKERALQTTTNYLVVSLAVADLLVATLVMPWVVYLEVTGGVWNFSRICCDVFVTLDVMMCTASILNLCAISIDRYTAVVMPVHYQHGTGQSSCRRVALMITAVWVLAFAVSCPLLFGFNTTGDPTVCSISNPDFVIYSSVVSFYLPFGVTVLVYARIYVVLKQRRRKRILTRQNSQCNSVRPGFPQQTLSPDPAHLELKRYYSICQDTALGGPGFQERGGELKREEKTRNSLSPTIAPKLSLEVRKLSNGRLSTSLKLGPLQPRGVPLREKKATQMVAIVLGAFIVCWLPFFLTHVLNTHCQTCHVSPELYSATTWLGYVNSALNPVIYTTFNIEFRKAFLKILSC
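Agonist-mode cell screen: cells plated at 1500/well and incubated overnight at 37 °C, then exposed to library compounds for 90 min at 37 °C. Detection reagent was added for 30–60 min at room temperature, and luminescence was read.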
KB-3-1 tox: qHTS assay for MDR1-selective chemotherapeutics: Primary screen using the parental adenocarcinoma cell KB-3-1. KB-3-1 viability, CellTiter-Glo ATP luminescence, 72 h. Potency, µM (series often up to 46.1 µM), for the others: at the highest dose activity change, negative = cytotoxic, hits mostly cytotoxic. 400,000 compounds, 1.4% hits. AID 1347075, 2019; note: potency is the fitted concentration of half-maximal effect; % is set by controls: 0 for no effect and ±100 for the full control effect; nearly all actives have a fitted effect of over 60% in size
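Parental KB-3-1 adenocarcinoma cells in phenol-red-free DMEM with 10% FBS were pin-treated with compounds at several concentrations, incubated 72 h at 37 °C, and viability read by CellTiter-Glo luminescence; concentration-effect curves were fitted after normalization.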
HT1080 IDH1KD tx: qHTS for induction of synthetic lethality in tumor cells producing 2HG: qHTS for the HT-1080-IDH1KD cell line; HT-1080 IDH1 knockdown viability, ATP luminescence, 48 h; Potency, µM (doses to about 46.1 µM), for the others: at the top dose activity, negative = toxicity, usual class: cytotoxic; 360,000 compounds, 2% hits; AID 686971, 2013;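 note: potency is the fitted concentration of half-maximal effect; 0% = DMSO wells and -100% = cell-free medium wells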
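Viability of IDH1-knockdown HT-1080 fibrosarcoma cells was assessed by CellTiter-Glo after 48 h at 37 °C with titrated compound; concentration-effect curves were classified by fit quality and response size.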
Active calls of the source: *; ? = inconclusive; . = no result given; [ ] = dose if it differs, or a comment. Unless noted, calls come from the whole dose curve; as a rule, active = well fitted curve in the direction sought with a large enough effect; inconclusive = small, poorly fitted or top-dose-only effect, or another doubt; inactive = no such curve, though single readings can be large; an effect the other way counts as inactive or inconclusive.

SMILES | KB-V1 MDR tox | MCF10A rereplic | HEK293 tox | IL-1B inflam inh | HT1080-NT tox | SW480 rereplic | DRD3 agonist | KB-3-1 tox | HT1080 IDH1KD tx
CCOc1ccc(NC(=O)C2CC(=O)N(c3ccccc3F)C2)cc1 (stereo not given) | ? | -11% | 3% | -6 | 14% | -2% | 1 | -3% | 0%
O=C(CNC(=O)c1ccco1)NNC(=O)c1cccc(Cl)c1 | 0% | 0% | 10% | 29 | 12%[9.24 µM] | 5% | -6 | -14% | 7%
CCOC(=O)c1c(/N=C/c2ccc(C)cc2O)sc2c1CCC2 | 0% | -3% | 21% | 1 | -6% | -6% | -5 | -2% | -2%
O=C(c1cc(Br)ccc1Cl)N1CCN(c2ccccn2)CC1 | -2% | . | 3% | -7 | -3% | . | 3 | -18% | -11%
O=C(Nc1ccccc1)c1ccc(NCCc2ccccc2)c([N+](=O)[O-])c1 | -11% | 6% | 14% | 0 | -13% | 2% | 2 | -18% | -10%
CCOC(=O)c1ccc(-n2cc(C(=O)c3cccnc3)nn2)cc1 | -5% | -1% | -3% | 43 | 3% | -15% | -9 | 9% | 25%
Cc1ccccc1S(=O)(=O)NCC1CCCO1 (stereo not given) | 28% | -12% | 5% | 1 | 4% | 26µM* | -2 | -3% | 12%
COc1cc(Cl)c(C)cc1NC(=O)CCCN1C(=O)CCC1=O | ? | 2% | -13% | 0 | 7% | -11% | -2 | -2% | 4%
Cc1ccc(-c2cc3ncc4c(n3n2)-c2cc(C)ccc2OC4)cc1 | 9% | . | 6% | . | . | . | 7 | 1% | .
COc1cccc(C(=O)Nc2ccc(N(C)C)cc2)c1OC | -21% | -1% | -28% | -28 | 15% | 0% | 1 | 14% | 2%
COc1ccccc1C(=O)NC(CCSC)C(=O)N1CCN(C(C)=O)CC1 (stereo not given) | 2% | -4% | -31% | -3 | 3% | -4% | 0 | 11% | -1%
COCCN(CC(=O)Nc1cccc(C)c1C)C(=O)c1oc2ccccc2c1C | ? | 4% | 0% | -4 | 2% | -2% | -11 | -4% | -2%
COCCNC(=O)c1ccc(CN2CCc3ccccc3C2)cc1 | -11% | -1% | 0% | 20 | 4% | -694%[inhibitor] | -15 | 3% | 11%
COc1ccc(CNC(=O)Nc2ccc(C)cc2)cc1 | -4% | -1% | 57%[activator] | -3 | 1% | 6% | -4 | 0% | -2%
COc1ccc(F)cc1CN1CCN(C(=O)CCC(=O)Nc2nnc(C(C)C)s2)CC1 | 0% | 3% | -4% | 19 | 0% | 0%[9.22 µM] | -10 | 0% | -1%
Nc1nc(SCC(=O)NCc2ccc3c(c2)OCO3)n[nH]1 | -2% | -10% | 2% | 11 | 3% | -1% | -2 | -4% | 2%
COc1cc(O)cc2occ(-c3ccc(O)cc3)c(=O)c12 | 0% | -20% | -12% | -2 | -2% | 3% | -19 | 0% | -6%
Cc1cccc(C(=O)Nc2cccc(OCc3cc(=O)n4cc(C)sc4n3)c2)c1 | 0% | . | 1% | . | . | . | -5 | 8% | .
CCOC(=O)c1ccccc1NC(=O)CN1CCC(n2nnc3cc(C(F)(F)F)ccc32)CC1 | -32% | 20% | -7% | 22 | 1% | -5% | 11 | -7% | 15%
O=C(c1ccoc1)N1CCCC(N2CCN(c3cccc(Cl)c3)CC2)C1 (stereo not given) | -19% | 15% | -8% | 8 | 12% | -5% | 4 | -6% | 16%

Compound profiles, as listed above:
Listed for `CCOc1ccc(NC(=O)C2CC(=O)N(c3ccccc3F)C2)cc1` (stereo not given) → KB-V1 MDR tox = ?; MCF10A rereplic = -11%; HEK293 tox = 3%; IL-1B inflam inh = -6; HT1080-NT tox = 14%; SW480 rereplic = -2%; DRD3 agonist = 1; KB-3-1 tox = -3%; HT1080 IDH1KD tx = 0%
Listed for `O=C(CNC(=O)c1ccco1)NNC(=O)c1cccc(Cl)c1` → KB-V1 MDR tox = 0%; MCF10A rereplic = 0%; HEK293 tox = 10%; IL-1B inflam inh = 29; HT1080-NT tox = 12%[9.24 µM]; SW480 rereplic = 5%; DRD3 agonist = -6; KB-3-1 tox = -14%; HT1080 IDH1KD tx = 7%

Next section
SMILES | KB-V1 MDR tox | MCF10A rereplic | HEK293 tox | IL-1B inflam inh | HT1080-NT tox | SW480 rereplic | DRD3 agonist | KB-3-1 tox | HT1080 IDH1KD tx
COc1ccc([C@H]2CC(=O)C=C(c3ccc(CNC(=O)OC(C)(C)C)cc3)C2)cc1 | ? | ? | 1% | -8 | -26% | 8% | 49* | ? | ?
CCn1c(CN2CCC(C)CC2)nc2cc(NC(=O)c3ccc([N+](=O)[O-])cc3)ccc21 | -19% | . | 0% | . | . | . | 60* | 0% | .
CSc1nc(N)n2nc(-c3ccccc3)cc2n1 | -3% | 0% | -11% | -6 | 0% | -4% | 1 | -18% | -26%
CC(=O)c1ccc(S(=O)(=O)Nc2ccc(-c3cn4c(n3)SCC4)cc2)cc1 | 0% | 3% | 0% | -14 | 9% | -1% | 0 | 3% | 15%
CC(=O)N=c1ncn(CC(COC(C)=O)OC(C)=O)c2nc[nH]c12 (stereo not given) | -2% | -2% | -17% | -18 | 5% | -2% | -3 | -13% | 6%
CCN=C1NN=C(c2ccc(C)cc2)CS1 | 4% | 2% | ? | -19 | ? | -7% | -3 | -10% | ?
Cc1cc(/C=C(\C#N)C(=O)OCC(=O)N(C)c2c(N)n(Cc3ccccc3)c(=O)[nH]c2=O)c(C)n1CC(C)C | -11% | . | -8% | -19 | -13% | . | -4 | -4% | -19%
CCCNc1nc(Cl)nc(NC(C)(C)C)n1 | 1% | -6% | 3% | -10 | -9% | -2% | 5 | -5% | -11%
CCc1cccc2c(C#N)cn(CCOc3ccccc3OC)c12 | ? | -13% | -13% | -5 | -20% | 3% | 5 | -10% | -25%
COc1ccccc1NS(=O)(=O)c1ccc(C)c(C(N)=O)c1 | -8% | 2% | -9% | 18 | -5% | -3% | -1 | 0% | 2%
O=C1NC[C@H](Cc2ccccc2)N(C[C@H]2CCCN2C[C@H](Cc2ccccc2)N2C[C@H](Cc3ccccc3)N(CCc3ccccc3)C(=O)C2=O)C1=O | -6% | ? | ? | -77* | ? | ? | 1 | ? | ?
COC(=O)N(C)C[C@H]1OCc2cn(nn2)CCCC(=O)N([C@@H](C)CO)C[C@@H]1C | 12% | . | 5% | 17 | 25% | . | 11 | 0% | 17%
Cc1ccc(C(=O)OCC(=O)N2CC(=O)Nc3ccccc32)s1 | -9% | -1% | -11% | 31 | -1% | 1% | -2 | 15% | 0%
CCOC(=O)c1cnn(-c2ncnc3c2oc2ccccc23)c1N | ? | 1% | 2% | 0 | 25% | -6% | 10 | ? | ?
CCCCCC/C=C/c1ccc([C@H]2[C@H]3C=CC[C@@H](C)[C@@H]3C(=O)N2Cc2ccccc2)c(F)c1 | -11% | -2% | -1% | 28 | 13% | -8% | 1 | 5% | 4%
O=C(Oc1cccc(C(=S)N2CCOCC2)c1)c1cccc([N+](=O)[O-])c1 | 3% | -17% | ? | 0 | ? | -3% | -4 | 12% | 21%
O=C(NCCc1c[nH]c2ccccc12)C(=O)NCC(c1ccco1)N1CCN(c2ccccc2F)CC1 (stereo not given) | -25% | ? | -4% | -2 | -19% | 9% | 13 | ? | -15%
Cn1cnnc1SCC(=O)Nc1sc2c(c1C(N)=O)CCC2 | -3% | 2% | -19% | ? | ? | ? | 0 | -8% | 0%
Cc1cn(C2CCCO2)c(=O)nc1N (stereo not given) | ? | -4% | -9% | 0 | 17% | -2% | -9 | 14% | 26%
Cc1cc(CNC(=O)C2CCC(=O)N(Cc3ccccc3F)C2)on1 (stereo not given) | 9% | -1% | 8% | 21 | -1% | 11% | 1 | 8% | 0%
N#Cc1ccc(OCc2nnc3n2CCCCC3)cc1 | -13% | 1% | 10% | -12 | -4% | -2% | -6 | -6% | 1%
CCOC(=O)c1ccccc1NC(=O)CSc1nnc(C)c(=O)[nH]1 | -2% | ? | 5% | 20 | -7% | -5% | -2 | 4% | -3%
Cc1nn(-c2ccccc2)c(N2CCCCC2)c1/C=N/O | -27% | 23% | 1% | 3 | ? | 0% | -1 | 0% | 1%
O=C1NC(CCc2ccccc2)C(=O)N1CCOc1ccccc1 (stereo not given) | 8% | 6.5µM* | 1% | 13 | 3% | -41%[inhibitor] | -8 | -6% | 0%
N#Cc1c(-c2ccccc2)nc(SCC(=O)Nc2ccccc2F)[nH]c1=O | 11% | -8% | -11% | 6 | 8% | -27% | 1 | 10% | 12%
Cc1[nH]c2ccccc2c1/C=N/NC(=O)C1CC1(c1ccccc1)c1ccccc1 (stereo not given) | ? | 23µM* | -6% | ? | ? | ? | -4 | ? | ?
COc1ccc(NC(=O)c2c(C(F)(F)F)nn(C)c2SCc2ccccc2)cc1 | ? | 11% | -25% | 1 | -7% | 6% | 0 | -4% | -6%
Cc1ccc(S(=O)(=O)N2CCN(c3nn(C)c(=O)n(C)c3=O)CC2)cc1C | ? | -2% | -19% | -2 | -10% | -15% | 4 | ? | -3%
COC(=O)C1=C(C)NC(C)=C(C(=O)OC)C1c1ccccn1 | -1% | 1% | -4% | 10 | 4% | 4% | -15 | -1% | -1%
O=C(NCc1ccco1)N1c2ccccc2Sc2ccccc21 | -24% | -3% | 1% | -14 | -12% | -7% | -21 | -8% | -18%
O=C(COC(=O)CCc1nc2ccccc2c(=O)[nH]1)Nc1ccc(N2CCOCC2)cc1 | 13% | 17% | 1% | -11 | 22% | -7% | -9 | 5% | 14%

Source: PubChem BioAssay (National Center for Advancing Translational Sciences (NCATS))
